# Bioassay records deposited in PubChem BioAssay by National Center for Advancing Translational Sciences (NCATS).
# Anesthetic bind: candidate novel general anesthetic via apoferritin binding; Potency, µM (top dose mostly 77.5 µM), without a hit: top-dose activity change, negative = displacement, usual class: inhibitors; 350,000 tested, 0.074% active; apoferritin/1-aminoanthracene competitive binding, fluorescence; P02791; also: potency is read from the fitted curve at half-maximal effect; % is scaled to controls: 0 for no effect and ±100 for the full control effect; nearly all actives have a fitted effect of over 20% in size
#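 10 uM apoferritin + 50% sat. 1-AMA, PBS; cpd 10 min RT; Ex380/Em535 endpoint; normalized to free probe vs complex; 4-param Hill fit; propofol titration as pos. ctrl.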
# BLM helicase inh: Bloom syndrome helicase (human) inhibition; recombinant BLM DNA unwinding, fluorescence dequenching; Potency, µM (titrated, usually from 56.1 µM), for the others: top-dose activity change, negative = inhibition, hits mostly inhibitors; 350,000 tested, 0.2% active; AID 2528;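 also: potency is read from the fitted curve at half-maximal effect; plate controls were vehicle for no effect and no enzyme for full effect; nearly all actives have a fitted effect of over 35% in size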
# POLI inh: DNA polymerase iota (human) inhibition. Potency, µM (top dose mostly 115 µM), for the others: at the top dose activity, negative = inhibition, actives largely listed as inhibitors. Pol iota fluorescent replication assay, 10 min. 390,000 tested, 1% active. Q9UNA4. AID 588590; also: potency is read from the fitted curve at half-maximal effect
#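 Pol iota at 10 nM preincubated 15 min with compounds at room temperature; reaction started with fluorescent substrate, 50 nM final. Fluorescence read kinetically at 0 and 10 min; buffer-only wells as negative control.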
# TRHR agonist: agonists of human TRH receptor; AID 493084; TRHR cells, calcium flux fluo-8, FDSS agonist mode; activation, % at 2 µM; P34981; 360,000 tested, 0.18% active; in the data active = activation above about 30%; also: 0% is about no effect
#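 Steps: seed TRHR cells overnight; add fluo-8 no-wash Ca dye, RT 30 min–1.5 h; record 10 s baseline; pin-transfer compounds; monitor fluorescence 1 cycle/s for the agonist window. Calcium increases flag candidate agonists.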
# ERG Ets-DNA blk: ERG Ets/DNA interaction inhibition. P11308. fluorescence polarization, His-ERG Ets domain / labelled DNA. 370,000 tested, 0.028% active. Potency, µM (series often up to 76.9 µM), without a hit: at the highest dose FP activity, negative = inhibition, most hits filed as inhibitors; active = well fitted inhibition curve with a large enough effect in the polarisation, with a control signal flat; inconclusive = small, poorly fitted or top-dose-only effect, or effect the other way, or a change in a side signal; inactive = no such curve, though single readings can be large or run the other way; the % refers to the polarisation;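 also: polarization taken with two DNA probes labelled with fluorescein and Texas red; potency is read from the fitted curve at half-maximal effect; % of control where 0% means no effect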
# Target sequence (P11308 whole entry, looked up, the tested form may be a part): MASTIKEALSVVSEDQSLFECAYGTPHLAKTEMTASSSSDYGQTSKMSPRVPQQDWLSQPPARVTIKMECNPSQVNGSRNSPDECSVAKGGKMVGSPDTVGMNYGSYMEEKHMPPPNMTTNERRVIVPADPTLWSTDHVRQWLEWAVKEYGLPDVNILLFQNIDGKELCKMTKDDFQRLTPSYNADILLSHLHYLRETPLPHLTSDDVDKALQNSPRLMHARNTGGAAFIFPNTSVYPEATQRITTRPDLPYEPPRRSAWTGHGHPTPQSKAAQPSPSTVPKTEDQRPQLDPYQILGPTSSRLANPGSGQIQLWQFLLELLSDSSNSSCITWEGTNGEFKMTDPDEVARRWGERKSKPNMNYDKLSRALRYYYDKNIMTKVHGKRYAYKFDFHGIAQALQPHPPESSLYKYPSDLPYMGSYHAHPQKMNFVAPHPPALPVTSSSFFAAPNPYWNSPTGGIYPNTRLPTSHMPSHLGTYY
#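 His-tagged ERG Ets domain (1 uM in the protein solution; 300mM KCl, 50mM Tris-HCl, 1mM EDTA, 1mM DTT, pH 7.5) received compound, then a probe mix of 5 nM fluorescein-DNA and 100nM Texas-615-DNA. Fluorescence polarization was read for both dyes.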
# POLK inh: blocks human DNA polymerase kappa activity | 400,000 tested, 0.53% active | Potency, µM (highest dose often 107 µM), for inactives: at the highest dose activity, negative = inhibition, most hits filed as inhibitors | purified Pol kappa, fluorescent DNA synthesis assay, 10 min; also: potency is read from the fitted curve at half-maximal effect; % is scaled to controls: 0 for no effect and ±100 for the full control effect
#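 10 nM Pol kappa preincubated 15 min at room temperature with compounds, then reaction started with substrate at 50 nM final. Fluorescence read kinetically at 0 and 10 min; buffer-only wells served as negative control.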
# 12-LOX inh: inhibitors of human 12S-lipoxygenase ALOX12; purified 12hLO, xylenol orange hydroperoxide absorbance; Potency, µM (doses to about 108 µM), for the others: top-dose activity change, negative = inhibition, most hits filed as inhibitors; P18054; AID 1671190; 580,000 tested, 1.1% active; also: potency is read from the fitted curve at half-maximal effect; % is scaled to controls: 0 for no effect and ±100 for the full control effect
# Target sequence (P18054 whole entry, looked up): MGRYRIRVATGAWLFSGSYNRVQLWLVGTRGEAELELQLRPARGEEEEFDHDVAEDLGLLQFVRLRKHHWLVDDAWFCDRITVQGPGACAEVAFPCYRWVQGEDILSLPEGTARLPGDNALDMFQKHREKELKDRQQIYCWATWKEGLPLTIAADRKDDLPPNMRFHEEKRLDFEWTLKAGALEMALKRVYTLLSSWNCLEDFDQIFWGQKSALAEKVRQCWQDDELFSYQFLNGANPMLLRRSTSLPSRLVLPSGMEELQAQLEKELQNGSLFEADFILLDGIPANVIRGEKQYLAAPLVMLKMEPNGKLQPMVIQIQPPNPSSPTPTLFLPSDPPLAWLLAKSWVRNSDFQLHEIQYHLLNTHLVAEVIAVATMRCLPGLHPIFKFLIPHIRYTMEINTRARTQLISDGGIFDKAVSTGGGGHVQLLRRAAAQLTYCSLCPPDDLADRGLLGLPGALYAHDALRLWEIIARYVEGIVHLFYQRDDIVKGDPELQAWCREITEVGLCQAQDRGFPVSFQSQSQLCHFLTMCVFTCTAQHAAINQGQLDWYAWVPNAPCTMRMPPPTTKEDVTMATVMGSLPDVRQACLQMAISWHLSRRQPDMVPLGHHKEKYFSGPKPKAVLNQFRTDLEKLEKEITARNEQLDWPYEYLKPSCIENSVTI
#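 Purified human 12hLO (150 nM final) in 25 mM Hepes, 0.01% Triton X-100, pH 7.0 was preincubated 15 min at room temperature with compound. Then 40 uM arachidonic acid was added, 30 min. Hydroperoxide was read by Fe-XO absorbance ratio 573/405 nm.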
# Pol beta inh: blocks human DNA polymerase beta activity | Pol beta primer extension/strand displacement, fluorescence kinetic | Potency, µM (series often up to 114 µM), for inactives: top-dose activity change, negative = inhibition, usual class: inhibitors | 340,000 tested, 1.3% active; also: potency is read from the fitted curve at half-maximal effect; % is scaled to controls: 0 for no effect and ±100 for the full control effect
#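 Curves were derived by four-parameter Hill fits of normalized qHTS data. The kinetic fluorescent primer-extension read was taken at 0 and 10 min after 50 nM substrate, following a 15 min room-temperature preincubation of 10 nM enzyme with compounds.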
# APEX1 inh: inhibitors of human APE1 endonuclease | Potency, µM (doses to about 65.8 µM), inactives show top-dose activity change, negative = inhibition, actives largely listed as inhibitors | P27695 | 350,000 tested, 0.35% active | recombinant APE1, TAMRA/BHQ-2 abasic DNA cleavage fluorescence;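 also: potency is read from the fitted curve at half-maximal effect; plate controls were vehicle for no effect and reference inhibitor for full effect; nearly all actives have a fitted effect of over 55% in size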
#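 Substrate: short duplex with […] THF abasic site, 5'-TAMRA and 3'-BHQ-2, 50 nM final. APE1 at 0.75 nM, preincubated 15 min RT with compound. Fluorescence increase from first to third read measured activity.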
# * = called active by the depositor; ? = inconclusive; · = no result given; & = joins results of further samples; [ ] = dose if it differs, or a comment. Unless noted, calls follow the shape of the dose curve; as a rule, active = well fitted curve in the direction sought with a large enough effect; inconclusive = small, poorly fitted or top-dose-only effect, or another doubt; inactive = no such curve, though single readings can be large; an effect the other way counts as inactive or inconclusive.
SMILES,Anesthetic bind,BLM helicase inh,POLI inh,TRHR agonist,ERG Ets-DNA blk,POLK inh,12-LOX inh,Pol beta inh,APEX1 inh
Cc1[nH]c2ccccc2c1SCCNC(=O)c1ccc(S(=O)(=O)N2CCCC2)cc1,-8%,-7%,9%,0.1,-2%,1%,14%,4%,-8%
CCCC(=O)Nc1ccc(C(=O)Nc2ccc([N+](=O)[O-])cc2OC)cc1,-18%,-3%,?,0.2,-3%,-18%,-1%,5%,-4%
Cc1ccc(-n2c(=S)[nH]c3c(oc4ccccc43)c2=O)cc1,-8%,3%,13%,0.1,2%,-6%,-19%,5%[57.1 µM],-2%
CCCCCn1c(Sc2ccccc2)nc2c1c(=O)[nH]c(=O)n2C,1%,0%,4%,-0.4,-3%,-3%,31%[activator][57.4 µM],1%,12%
CCCCc1nn2c(=O)cc(COC(=O)CNC(=O)COc3ccc(C)cc3)nc2s1,-4%,0%,15%,-0.2,4%,19%,1%,29%,·
COc1ccc(C(=O)Nc2ccccc2)cc1S(=O)(=O)Nc1ccc(Br)cc1,-15%,2%,14%,-0.2,-1%,-18%,?,-1%,·
Cc1ccc(NC(=O)C2CC(=O)Nc3ncnn32)c(C)c1 (stereo not given),-2%,-2%,4%,0.6,2%,6%,46%&4%[activator],22%,0%
C/C(=N\NC(=O)C(N)=O)c1ccc(Br)cc1,-1%,0%,124%[activator],-0.6,-7%,-2%,8%,-22%,0%
Cc1ccc(CNCC(O)(c2ccc(F)cc2)c2ccc(F)cc2)cc1,-11%,-4%,-5%,0.4,-2%,-3%,-21%,1%,3%
O=C(CNC(=O)c1ccco1)N/N=C/c1ccc(O)cc1O,-10%,-1%,7%,0.6,12%,3%,-21%,-1%,8%
COc1ccc(C(CC(=O)Nc2ccccc2OC)n2cccc2)cc1 (stereo not given),-10%,-2%,-5%,0.5,-4%,-6%,-13%,-15%,2%
O=C(O)c1cccc(OS(=O)(=O)c2cc(Br)ccc2Br)c1,·,·,-16%,-1.6,-7%,-3%,-19%,·,-17%
CC1(C)C2CCC1(CS(=O)(=O)Nc1cccc(S(N)(=O)=O)c1)C(=O)C2 (stereo not given),-12%,-10%,1%,-0.2,-6%,-4%,0%,-16%,13%
COc1ccc(-c2n[nH]c(=S)n2/N=C/C=C/c2ccccc2OC)cc1,8%,2%,18%,-0.1,2%,-13%,?,-6%,14%
COc1ccc2c(Cl)c(C(=O)N/N=C/c3c(C)[nH]c4ccccc34)sc2c1,88%[activator],-4%,6%,0.7,3%,-20%,-13%,-1%[57.1 µM],9%
O=C(NCCc1cccs1)c1ccc(CS(=O)Cc2ccc(Cl)cc2)o1 (stereo not given),-13%,0%,18%,-0.7,-1%,2%,-2%,24%,13%
COc1ccc(-c2nc(CSCC(=O)NC3CCCc4ccccc43)c(C)o2)cc1 (stereo not given),-8%,-10%,7%,0.0,-5%,-9%,0%,-5%,-3%
Cc1ccc(S(=O)(=O)Nc2cc(-c3ccccc3)nn2C)cc1Cl,9%,0%,13%,-1.6,2%,-1%,?,2%,-7%
CC1CCN(CC2CCN(C(=O)NCc3ccc(F)cc3)CC2)CC1,-6%,0%,18%,0.2,3%,-4%[60.1 µM],-16%,14%,·
CC1CCCN(CCOCCSc2ccccc2)C1 (stereo not given),-15%,5%,9%,0.8,-10%,-8%,-22%,3%,3%
CC1(C)Cc2c(sc3c2C2=NCCN2C=N3)CS1,67%[activator],2%,-7%,-0.1,3%,-3%,-1%,4%,11%
O=C(Nc1nc(-c2ccc(F)c(F)c2)cs1)C1=COCCO1,·,·,1%,-0.3,12%,0%,?,·,-6%
COC(=O)Cn1cnc2c(oc3ccccc32)c1=O,-1%,0%,41%[activator],0.5,10%,-8%,·,8%,6%
CCOC(=O)C1=C(CS(=O)(=O)c2ccc(C)c(C)c2)NC(=O)NC1c1ccc(O)cc1 (stereo not given),-5%,-5%,31%[activator],-0.1,-3%,-12%,3%&-25%,26%,3%
Cc1ccc(S(=O)(=O)NC(Cc2ccccc2)C(=O)NN)cc1 (stereo not given),-15%,-4%,15%,0.0,7%,-10%,54%[activator],6%,15%

# Continuation.
SMILES,Anesthetic bind,BLM helicase inh,POLI inh,TRHR agonist,ERG Ets-DNA blk,POLK inh,12-LOX inh,Pol beta inh,APEX1 inh
O=C(CN1CCN(S(=O)(=O)c2ccc(Cl)cc2)CC1)NCC1(N2CCOCC2)CCCCC1,·,·,3%,-0.3,0%,-14%,0%,·,14%
CCN(CC)c1ccc(NC(=O)CSc2nnc3nc(C)cc(C)n23)cc1,-18%,3%,25%,-1.2,-5%,-10%,-21%,47%,-9%
CCOc1cc2sc(N3CCC(C(=O)Nc4ccc(C)cc4C)CC3)nc2cc1Br,1%,-1%,17%,0.0,0%,6%,-17%,-12%,·
CCOC(=O)c1cc2c(=O)c3cc(C)ccc3oc2nc1C,-3%,-5%,-13%,0.7,-2%,-20%,·,-2%,28%
Nc1nc(NCc2cccs2)nn1-c1ccccc1,·,·,38%[activator],·,4%,-2%,26%,·,·
COc1ccc(C(=O)c2coc3ccc(O)c(CN4CCCC4)c23)cc1,?,-1%,-9%,0.3,-11%,-11%,31%[activator],1%,-2%
CCCCc1nnc(NC(=O)C2CC(=O)N(c3ccc4c(c3)OCCO4)C2)s1 (stereo not given),-3%,6%,197%[activator],0.3,2%,-8%,-9%,9%,6%
N#CC1=C(SCC(=O)Nc2ccccc2)NC(=O)CC1c1ccc(O)cc1 (stereo not given),-8%,-2%,6%,0.2,10%,-10%,5%[57.4 µM],-2%,4%
Cc1nc(N2CCC(C)CC2)c2c(C)c(C(=O)Nc3ccc(C(F)(F)F)cc3)sc2n1,-9%,-16%,65%[activator],0.8,-9%,-5%,5%,25%,-3%
Cc1ccc(-n2cccn2)c(CN2CCCC(C(=O)c3ccc4c(c3)OCO4)C2)c1 (stereo not given),-17%,5%,0%,0.4,-11%,-1%,-6%,-24%,1%
CC(=O)Nc1ccc(OCC(=O)NCCc2ccc(Cl)cc2)cc1,-7%,2%,24%,0.2,0%,0%,7%,10%[57.1 µM],0%
Cc1cc(C)c(C)c(S(=O)(=O)NCc2ccco2)c1C,-17%,0%,·,-0.8,·,·,·,2%,2%
CCOC(=O)c1c(C)[nH]c(C(=O)CSc2nc3ccccc3o2)c1C,-1%,-5%,7%,0.2,-1%,-7%,-9%,1%,1%
O=C(NCc1cccnc1)c1ccc(COc2ccc3c(c2)CCC3)o1,-11%,-21%,-5%,-1.8,1%,4%,3%,-23%,-4%
COc1ccc(NC(=O)CNC(=O)Cn2c(C)cc3ccccc3c2=O)c(OC)c1,-7%&-1%,-12%&-8%,116%&31%[activator],-0.3&-0.3,0%&-18%,-20%&3%,-21%&0%,79µM*,10%
CCOC(=O)C1(CCOc2ccccc2)CCN(Cc2ccc(OC)cc2)CC1,·,·,-1%,·,10%,-13%,2%,·,·
Cc1nonc1CC(=O)N1CCCC(C(=O)c2ccc(Cl)cc2)C1 (stereo not given),-11%,-4%,17%,-0.2,-4%,8%,1%,4%,3%
CCOC(=O)c1cccc(NC(=O)C(C)n2nc(C)c3c(C)n(-c4ccccc4)nc3c2=O)c1 (stereo not given),5%,-5%,29%,0.3,-1%,-10%,-26%,10%,·
CCOc1ccccc1C(=O)N[C@H](C(=O)NNC(=O)c1cccs1)C(C)C,·,·,19%,·,5%,-15%,9%,·,1%
FC(F)Oc1ccc(NC(=S)Nn2cnnc2)cc1,2%,0%,-5%,0.3,-14%,-12%,?,6%,-10%
CC(C)CCOc1cccc(OCC(=O)NC2CCS(=O)(=O)C2)c1 (stereo not given),?,-3%,4%,-0.2,-4%,-8%,-33%,-19%,2%
COc1ccc(CNC(=O)[C@@H]2CC=C[C@@H]3CCN(Cc4ccccc4)C(=O)[C@@H]32)cc1,·,·,18%&15%,·,-7%,-16%&-16%,4%,·,·
CC1CCCC(C)N1C(=O)CSc1nc2ccccc2s1 (stereo not given),?,1%,52%[activator],-0.6,3%,-15%,-8%,24%,1%
Cc1ccc(C(=O)Nc2ncccc2O)cc1S(=O)(=O)N1CCCCC1,·,·,12%,0.8,7%,-15%,0%,·,-8%
CC(=O)NC(=O)COC(=O)/C=C/c1c(C)nn(Cc2c(Cl)cccc2Cl)c1Cl,?,-18%,-13%,-0.5,0%,-4%,0%,-4%,-1%

# Continuation:
SMILES,Anesthetic bind,BLM helicase inh,POLI inh,TRHR agonist,ERG Ets-DNA blk,POLK inh,12-LOX inh,Pol beta inh,APEX1 inh
CCc1ccc(-n2c(SCC(=O)N3CCC(C(=O)O)CC3)nnc2-c2ccncc2)cc1,-5%,0%,62%[activator],0.2,-3%,-10%,-9%,2%,0%
CCn1c(CN2CCN(CCO)CC2)nc2ccccc21,-7%,1%,-4%,0.6,3%,2%,34%[activator],9%,19%
O=c1c2ccccc2sc2ccc(Cl)cc12,23%,-1%,17%,-1.4,5%,-1%,-7%,-2%,14%
N#CC(c1ccc(Cl)nn1)c1ccc(Cl)cc1Cl (stereo not given),-15%,-2%,4%,-0.5,4%,-6%,390%[activator],26%,-6%
Cc1ccc(CNC(=O)Nc2ccc(F)cc2)n1C,-2%,-4%,46%[activator],1.4,-5%,-14%,?,-1%,61%[activator]
O=C(CCl)Nc1cccc(S(=O)(=O)NC2=NCCCCC2)c1,·,·,2%,·,1%,0%,-79%,·,19%
COCCNc1nc2c(c(=O)n(Cc3cccc(Cl)c3)c(=O)n2C)n1C,0%&3%,-1%&-1%,20%&41%,0.1&-0.4,1%&3%,11%&-2%,16%&-14%,?,-2%

# Sorted by value in ERG Ets-DNA blk (largest number first): 3 of the compounds above
structure	ERG Ets-DNA blk
O=c1c2ccccc2sc2ccc(Cl)cc12	5%
N#CC(c1ccc(Cl)nn1)c1ccc(Cl)cc1Cl (stereo not given)	4%
CCc1ccc(-n2c(SCC(=O)N3CCC(C(=O)O)CC3)nnc2-c2ccncc2)cc1	-3%

# Only part of the results is shown; rates above refer to the full screens.
